High-throughput results from PubChem BioAssay.
aGal spleen mod – qHTS Assay for Inhibitors and Activators of Human alpha-Galactosidase From Spleen Homogenate | 240,000 tested, 0.008% active | AID 2107, 2009 | human spleen homogenate, 4MU-alpha-Gal fluorescence, 40 min | Potency, µM (top dose mostly 80 µM), inactives show top-dose activity change, negative = inhibition, most hits filed as inhibitors;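 further: potency means the concentration at half of the fitted maximal effect; 0% = enzyme with vehicle and -100% = no enzyme basal signal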
Target sequence (P06280 32-429 limits assumed): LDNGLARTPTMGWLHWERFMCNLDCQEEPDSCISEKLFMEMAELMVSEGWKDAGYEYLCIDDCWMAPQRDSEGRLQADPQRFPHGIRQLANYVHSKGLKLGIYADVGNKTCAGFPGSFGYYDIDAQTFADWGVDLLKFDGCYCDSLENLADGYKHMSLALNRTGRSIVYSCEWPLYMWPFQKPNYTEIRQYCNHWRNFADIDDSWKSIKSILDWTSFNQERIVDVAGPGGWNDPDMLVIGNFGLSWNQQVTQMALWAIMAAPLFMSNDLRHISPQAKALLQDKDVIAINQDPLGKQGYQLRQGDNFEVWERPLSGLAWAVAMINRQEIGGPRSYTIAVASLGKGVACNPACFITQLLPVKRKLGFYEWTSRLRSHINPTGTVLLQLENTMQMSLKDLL
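Fluorogenic readout (Ex 365/Em 440 nm) of 4-methylumbelliferone released from 1 mM 4-MU-alpha-galactoside by spleen homogenate, 40 min at 37C, pH 5.0. Data normalized to no-enzyme and enzyme controls; Hill-equation AC50 from compound titrations.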
IMPase Li cell – qHTS Assay for Identifying the Cell-Membrane Permeable IMPase Inhibitors: Potentiation with Lithium; CHO-M1 cells, IP1 TR-FRET (IP-One), carbachol + lithium; Potency, µM (series often up to 59.4 µM), without a hit: at the highest dose activity, negative = IMPase inhibition, hits mostly inhibitors; 210,000 tested, 0.35% active; AID 1457, 2008;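 further: IP1 builds up when IMPase is blocked and the TR-FRET signal falls; potency means the concentration at half of the fitted maximal effect; plate controls were basal vehicle for no effect and high inhibitor control for full effect; nearly all actives have a fitted effect of over 50% in size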
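CHO-M1, 2000 cells/well, 16–30 h culture; cpd + low Li+, 30 min 37C; lysis with d2-IP1/Eu-anti-IP1 Ab, 10 min RT; TR-FRET 665/620 ratio and 620 channel; AC50 via Hill.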
KinaseGlo FLuc – Counterscreen for Luciferase (Kinase-Glo TM) Inhibition | Luciferin 4-monooxygenase (Photuris pensylvanica), Q27757 | Kinase-Glo luciferase, ATP luminescence, 8 min | Potency, µM (titrated, usually from 38.3 µM), for inactives: top-dose activity change, negative = inhibition, actives largely listed as inhibitors | 200,000 tested, 0.28% active; further: potency means the concentration at half of the fitted maximal effect; on the % scale 0 is the no-effect control and ±100 the full control effect; nearly all actives have a fitted effect of over 60% in size
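Inhibition of Kinase-Glo luciferase light generation was assessed at 10 uM ATP in pH 7.2 imidazole buffer, with luminescence measured after eight minutes at ambient temperature.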
NPSR antagonist – qHTS Assay for Antagonists of the Neuropeptide S Receptor: cAMP Signal Transduction | Potency, µM (series often up to 38.3 µM), without a hit: at the highest dose activity change, negative = inhibition, hits mostly inhibitors | 220,000 tested, 1% active | Q6W5P4 | CHO-NPSR cells, cAMP TR-FRET, antagonist mode; further: potency means the concentration at half of the fitted maximal effect; on the % scale 0 is the no-effect control and ±100 the full control effect; nearly all actives have a fitted effect of over 50% in size; many of its hits are not listed in these tables
Lamin A splicing – qHTS Assay for Modulators of Lamin A Splicing | 200,000 tested, 0.01% active | Potency, µM (top dose mostly 46.1 µM), for the others: top-dose ratio change, negative = inhibition, hits mostly inhibitors | HeLa LMNA splicing GFP/RFP minigene ratio, 48 h | AID 1487, 2009; active means well fitted inhibition curve with a large enough effect in the signal ratio, with a control signal flat, not every such curve was filed as active; inconclusive means small, poorly fitted or top-dose-only effect, or effect the other way, or a change in a side signal; the % refers to the signal ratio; further: potency means the concentration at half of the fitted maximal effect; on the % scale 0 is the no-effect control and ±100 the full control effect
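S3 HeLa cells stably expressing lamin A-EGFP splicing minigene plus DsRed2, 600 cells/well, 48 h compound exposure at 37C. Laser-scanning cytometry; analysed as GFP (500-530 nm)/RFP (575-640 nm) total intensity ratio; 0.5% DMSO vehicle.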
CBFb-RUNX1 inh – qHTS Assay for Compounds Blocking the Interaction Between CBF-beta and RUNX1 for the Treatment of Acute Myeloid Leukemia. Runt-related transcription factor 1 (Homo sapiens) + Core-binding factor subunit beta …. AlphaScreen CBFb-His/RUNX1-biotin binding, biochemical. Potency, µM (titrated, usually from 59.8 µM), for inactives: at the highest dose activity, negative = inhibition, most hits filed as inhibitors. 230,000 tested, under 10 active; further: % of control where 0% means no effect
Target sequence (Q01196 whole entry, looked up): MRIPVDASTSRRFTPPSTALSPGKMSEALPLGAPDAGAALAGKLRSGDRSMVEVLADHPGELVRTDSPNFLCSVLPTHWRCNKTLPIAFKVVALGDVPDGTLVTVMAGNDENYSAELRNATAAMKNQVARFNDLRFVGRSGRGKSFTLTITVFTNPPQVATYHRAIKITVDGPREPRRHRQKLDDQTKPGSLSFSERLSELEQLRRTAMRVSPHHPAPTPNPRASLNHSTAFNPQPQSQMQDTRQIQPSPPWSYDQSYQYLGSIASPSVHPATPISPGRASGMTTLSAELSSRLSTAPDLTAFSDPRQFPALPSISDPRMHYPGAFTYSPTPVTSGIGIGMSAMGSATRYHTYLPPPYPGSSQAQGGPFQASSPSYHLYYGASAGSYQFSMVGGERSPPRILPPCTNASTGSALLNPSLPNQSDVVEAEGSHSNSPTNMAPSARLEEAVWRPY
Target sequence (Q13951 whole entry, looked up): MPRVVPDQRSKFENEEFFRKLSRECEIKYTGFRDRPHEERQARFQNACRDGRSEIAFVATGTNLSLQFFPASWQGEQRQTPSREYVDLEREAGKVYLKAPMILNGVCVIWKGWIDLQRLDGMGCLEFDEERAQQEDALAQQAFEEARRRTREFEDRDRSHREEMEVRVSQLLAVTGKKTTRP
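Room-temperature protein-protein interaction test with 30 nM each of His-tagged CBF-beta and biotinylated RUNX1, 15 min with compound, then 90 min with nickel plus streptavidin beads. Signal read in AlphaScreen mode.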
Epigenetic reg – Quantitative High-Throughput Screen for Regulators of Epigenetic Control; murine LDR cells, GFP reporter derepression, 30 h; Potency, µM (titrated, usually from 53.9 µM), without a hit: at the top dose GFP activation, most hits filed as activators; 280,000 tested, 0.2% active; AID 1865, 2009; further: potency means the concentration at half of the fitted maximal effect; % of control where 0% means no effect; nearly all actives have a fitted effect of over 60% in size
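In this reporter-derepression format, murine cells bearing a silenced integrated CMV-GFP locus incubate with test compound (30 h, 37 C), then are washed and imaged; fluorescent objects of 20–120 um count as induced cells.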
* = called active by the depositor; ? = inconclusive; . = no result given; & = joins results of further samples; [ ] = another dose, or the depositor's remark. Unless noted, the call rests on the fitted dose curve; in most records, active means well fitted curve in the direction sought with a large enough effect; inconclusive means small, poorly fitted or top-dose-only effect, or another doubt; inactive means no such curve, though single readings can be large; an effect the other way counts as inactive or inconclusive.

No.	molecule	aGal spleen mod	IMPase Li cell	KinaseGlo FLuc	NPSR antagonist	Lamin A splicing	CBFb-RUNX1 inh	Epigenetic reg
1	CCN(CC)CCN1C(=O)C(=O)/C(=C(/O)c2ccccc2)C1c1ccccc1F (stereo not given)	-1%	5%[38.3 µM]	1%	4%[7.67 µM]	-5%	2%	4.3%
2	CC(=O)N(Cc1cc(=O)[nH]c2ccccc12)c1ccc(C)cc1	4%	.	.	-9%[46.1 µM]	5%	3%	0.1%
3	Cn1cc([N+](=O)[O-])c(C(=O)Nc2nccs2)n1	9%	11%	0%	13%	?	8%	1.1%
4	COc1ccccc1C1Nc2cccc3cccc(c23)N1	2%	34%[38.3 µM]	-7%	-7%[46.1 µM]	14%	?	4.7%
5	COc1ccccc1N/C(=N/S(=O)(=O)c1ccc(Cl)cc1)c1ccccc1	2%	9%	3%	?	?	15%	-3.2%
6	Nc1nc2c(s1)C(=O)CC(c1ccccc1)C2 (stereo not given)	-7%	18%[38.3 µM]	15%	3%[46.1 µM]	?	3%	0.8%
7	Cc1nnc(NC(=O)CSc2nc3ccccc3[nH]2)s1	-4%	-2%	0%	14%	?	-6%	2.7%
8	CC(=O)N1CCc2cc(S(=O)(=O)CCC(=O)NCc3ccc4c(c3)OCO4)ccc21	9%	-3%[38.3 µM]	1%	-5%[46.1 µM]	2%[0.0737 µM]	-8%	-0.9%
9	CN(C(=O)CSc1nc(N)nn1-c1ccccc1)c1ccccc1	8%	-6%[38.3 µM]	-5%	-6%[46.1 µM]	4%	0%	0.4%
10	O=C1N(CCCCN2C(=O)C3(OCCO3)c3ccccc32)c2ccccc2C12OCCO2	4%	-16%[38.3 µM]	1%	-2%[46.1 µM]	3%	3%	0.0%
11	NC(CC(=O)NC(c1ccccc1)(c1ccccc1)c1ccccc1)C(=O)O (stereo not given)	3%	-6%	.	22%	.	-3%	-0.2%
12	Cc1ccc2oc(-c3cccc(NC(=O)c4ccc(Br)o4)c3)nc2c1	4%	25%[38.3 µM]	-3%	-23%[46.1 µM]	3%	-4%	4.7%
13	Cc1ccccc1C(=O)N1CCC(C(=O)Nc2nccs2)CC1	0%	-4%	-1%	15%	.	15%	-5.1%
14	Cc1ccc(C)c(S(=O)(=O)NCc2ccc(C(=O)NCc3ccccn3)cc2)c1	6%	28%[38.3 µM]	-4%	-5%[46.1 µM]	1%	0%	-1.0%
15	COc1cccc(C2=NOC(C(=O)Nc3cc(C)on3)C2)c1 (stereo not given)	10%	.	.	3%	.	5%	2.4%
16	CS(=O)(=O)c1ccc(Cl)c(NC(=O)Cc2c(F)cccc2Cl)c1	8%	-7%	-2%	-1%	41%[46 µM]	10%	0.2%
17	COc1cccc(NC(=O)CN(C)C(C)C(=O)Nc2cc([N+](=O)[O-])ccc2Cl)c1 (stereo not given)	-3%	?	-2%	-18%	13%[46 µM]	0%	-2.1%
18	CCOC(=O)c1c(C)c(C(=O)NCc2ccco2)c(C)n1C	6%	4%	0%	6%	.	-1%	-3.0%
19	Nc1nnc(CC(=O)N/N=C/c2cccc(OCCOc3ccccc3)c2)s1	1%	0%	6%	-7%[46.1 µM]	0%	1%	0.0%
20	Cc1ccc(C2CC(=O)c3cnn(-c4nc(C)cc(C)n4)c3C2)cc1 (stereo not given)	0%	0%	-1%	4%	-1%	3%	-0.9%
21	COC(=O)[C@H](CCSC)NC(=O)N1CCC(C)CC1	7%	21%[38.3 µM]	-2%	3%[46.1 µM]	-2%	7%	0.4%
22	CC(C)C(c1nnnn1C(C)(C)C)N1CCN(c2cccc(Cl)c2)CC1 (stereo not given)	9%	1%[38.3 µM]	1%	?	?	3%	-0.4%
23	OC(CCN1CCCCC1)(c1ccccc1)C1CCCCC1 (stereo not given)	-5%&4%&19%	23%&16%&32%	0%&-3%&-3%	?	-3%&-20%	6%&-12%&8%	-1.5%&-0.1%&-1.3%
24	COC(=O)N[C@@H](c1cccc(C)c1)[C@@H](C)[N+](=O)[O-]	6%	12%	0%	.	.	-25%	12%
25	c1ccc(-c2cnnc(N3CCOCC3)n2)cc1	6%	-11%[38.3 µM]	-13%	0%[46.1 µM]	-1%	9%	0.2%
26	Cc1ccc(NC(=S)c2nc3ccccc3[nH]2)c(C)c1	-9%	10%	-14%	-11%	4%	?	1.1%
27	COc1ccc(OC)c(-c2cc(C3CCN(c4ncccc4[N+](=O)[O-])CC3)[nH]n2)c1	1%	16%[38.3 µM]	-3%	-24%[46.1 µM]	?	-14%	-1.9%
28	Cc1ccccc1-n1c(C)nnc1SCC(=O)NCC1CCCO1 (stereo not given)	2%	-18%[38.3 µM]	0%	-4%[46.1 µM]	12%	5%	0.0%
29	O=C(CSc1nc(-c2ccc(F)cc2)nc2c1Cc1ccccc1O2)Nc1ccc(C(=O)O)cc1	4%	13%	-2%	-18%	21%[46 µM]	?	-0.3%
30	O=C(NCc1nc(-c2ccc(C(F)(F)F)cc2)no1)c1cccs1	6%	.	.	2%	.	5%	3.7%
31	Cc1ccc(C(=O)Nc2cc(C(C)C)c(O)c(C(C)C)c2)cc1	-3%	8%	-1%	-35%	?	5%	-1.0%
32	O=C(COC(=O)c1cccnc1)NC1CCCc2ccccc21 (stereo not given)	-3%	-9%	1%	2%	-3%[46 µM]	8%	-2.2%
33	O=C(NCc1ccco1)c1ccccc1F	1%	25%[38.3 µM]	-2%	5%[46.1 µM]	-8%	-3%	3.7%
34	CCOC(=O)C(C)Oc1cccc2c(=O)n(CC(=O)N3CCCc4ccccc43)ccc12 (stereo not given)	-5%	-31%[38.3 µM]	5%	-15%[46.1 µM]	-9%	-7%	0.0%
35	CCOC(=O)CN(C(=O)COc1nc(C)cc(C)c1C#N)c1ccc(F)cc1	0%	.	.	30%	.	3%	11%
36	Cc1ccc(CC(=O)NC(C)CCc2ccccc2)cc1 (stereo not given)	-3%	-8%[38.3 µM]	-1%	-13%[46.1 µM]	8%	2%	-1.4%
37	O=C1C2=C(Nc3ccccc3SC2c2ccco2)c2ccccc21 (stereo not given)	-6%	36%[activator][38.3 µM]	-1%	?	10%	?	0.0%
38	O=S(=O)(c1ccccc1)N1CCN(c2nc(-c3cccs3)nc3ccccc23)CC1	4%	-1%	3%	-22%	-18%	1%	-2.2%
39	N#CCSc1nnc(-c2sc3ccccc3c2Cl)o1	5%	-1%	-1%	-8%	?	-6%	-2.5%
40	O=C(Nc1ccccc1NC(=O)c1ccco1)c1ccco1	-16%	3%[38.3 µM]	-1%	-12%[46.1 µM]	0%	3%	-1.9%
41	O=C(Nc1ccccc1F)c1ccc([N+](=O)[O-])s1	-10%	-5%	-7%	-12%	.	12%	-1.3%
42	CC(C)CNC(=O)CN(C1CCCCC1)S(C)(=O)=O	-2%	2%[38.3 µM]	-2%	-3%[46.1 µM]	?	4%	1.3%
43	Cc1nn(CCCC(=O)Nc2sc3c(c2C#N)CCC3)c(C)c1[N+](=O)[O-]	-5%	17%[38.3 µM]	-1%	-27%[46.1 µM]	6%	-11%	1.2%
44	COc1ccc(S(=O)(=O)N(C)CC(=O)Nc2ccccc2C(F)(F)F)cc1	1%	18%[38.3 µM]	1%	1%[46.1 µM]	-8%	11%	0.0%
45	Cc1cc(Cl)ccc1OCC(=O)NCCOc1nc(N2CCCCC2)nc(N2CCOCC2)n1	-2%	27%[38.3 µM]	15%	?	23%	3%	4.2%
46	CCN(CC)CCCOC(=O)c1ccc(OC)cc1O	-7%	13%	-6%	0%	26%[46 µM]	6%	1.1%
47	Cc1ccc(S(=O)(=O)C2(C(=O)Nc3ccc(F)cc3)CC2)cc1	13%	-8%[38.3 µM]	0%	-8%[46.1 µM]	3%	4%	0.0%
48	O=C(COc1ccc(Cl)cc1)N1CCN(S(=O)(=O)c2ccccc2)CC1	-1%	32%[activator][38.3 µM]	1%	-7%[46.1 µM]	-6%	-2%	-0.8%
49	CCOC(=O)c1ccc(NC(=O)c2nc[nH]c2C(=O)N(C)Cc2ccccc2)cc1	5%	.	.	-31%	.	4%	5.0%
50	CCCCN=C(C)c1c(O)c2ccccc2oc1=O	1%	-28%[38.3 µM]	1%	-13%[46.1 µM]	-6%	2%	-0.5%
51	CCN1C2OC3OC4C(OC3OC2N(CC)S1(=O)=O)N(CC)S(=O)(=O)N4CC (stereo not given)	1%	7%	0%	2%	.	-10%	0.0%
52	NC(=O)c1nn(-c2ccccc2)nc1NC(=O)CN1CCCCC1	-7%	.	.	-2%[46.1 µM]	1%	0%	0.3%
53	CCNC(=S)NNC(=O)c1cc(-c2cccc(OC)c2)nc2ccccc12	-3%	0%	?	-1%	?	-2%	0.0%
54	O=C(NCCc1csc(-c2cccnc2)n1)c1cccc2ccccc12	-6%	35%[activator][38.3 µM]	-1%	-3%[46.1 µM]	?	1%	0.0%
55	Cc1cccc(C)c1OCc1nnc(SCC(=O)NCc2ccccc2)o1	-7%	25%[38.3 µM]	0%	-18%[46.1 µM]	-6%	12%	-1.1%
56	Cc1cc(-c2nnnn2-c2ccc(F)cc2)no1	3%	.	.	-16%	.	3%	6.4%
57	CCOC(=O)C1CCN(C(=O)Nc2ccc3nccnc3c2)CC1	6%	-4%	-2%	-3%[46.1 µM]	5%	0%	-1.2%

The list is partial; the hit share may differ from the screen's.
